Growth percent in the NCI-60 one-dose screen (48 h, 10 µM unless noted): 100 = growth as untreated, 0 = no growth, -100 = all killed.
MDA-MB-231: MDA-MB-231 breast cancer; hit rate 5% among 81,000; AID 1794789
MCF7: MCF7 breast cancer; hit rate 6.3% among 82,000; AID 1794796
MALME-3M: MALME-3M melanoma | hit rate 5.8% among 78,000 | AID 1794766
T-47D: T-47D breast cancer; hit rate 5% among 79,000; AID 1794792
BT-549: BT-549 breast cancer; AID 1794793; hit rate 4.4% among 78,000
SK-MEL-2: SK-MEL-2 melanoma. hit rate 4.7% among 77,000. AID 1794763
LOX IMVI: LOX IMVI melanoma. hit rate 7.4% among 79,000. AID 1794757
HS 578T: HS 578T breast cancer; hit rate 4.1% among 78,000
Starred values were filed as active, the others as inactive; / = not tested or not shown; & = joins results of further samples. The calls were made as follows: active = growth percent below 10; inactive = the rest.

SMILES	MDA-MB-231	MCF7	MALME-3M	T-47D	BT-549	SK-MEL-2	LOX IMVI	HS 578T
Nc1nc(N)c2nc(CNc3ccc(C(=O)NC(CCC(=O)O)C(=O)O)cc3)cnc2n1 (stereo unspecified)	60.1&78.1	16.3&18.0	48.3&47.8	55.5&58.0	45.4&45.3	58.9&60.1	13.1&12.0	90.5
O=C1CCCC1[n+]1ccccc1 (stereo unspecified)	105.3	93.0	89.9	43.5	84.3	85.3	99.0	113.9
COc1cnc2c(c1)C(=O)c1c-2n(CCCN2CCC[C@H]2CO)c(=O)c2cc(OC)c(OC)cc12	78.3	24.8	88.9	81.6	73.6	117.3	17.6	95.7
COc1cc(CCNc2nc3cc(N)cc(N)c3nc2-c2ccccc2)cc(OC)c1	-22.6*	-79.9*	-66.4*	-31.0*	19.1	-3.8*	-79.7*	-70.5*
Cc1ccc(C(=O)C/C(=C/c2ccc(-c3ccc(Cl)cc3)o2)C(=O)NCc2ccccc2)cc1	96.9	89.7	100.5	98.1	96.5	118.6	85.2	95.7
O=C(Nc1ccccc1)C1(C(=O)Nc2ccccc2)SSC(C(=O)Nc2ccccc2)(C(=O)Nc2ccccc2)SS1	104.0	91.9	127.3	87.6	111.5	97.0	88.8	120.9
O=C(O)C(c1ccccc1)C(O)c1ccc2c(c1)OCO2 (stereo unspecified)	103.6	102.7	104.2	112.2	104.3	111.9	97.4	108.4
COc1cccc(-c2nc3occn3c2-c2ccnc(NCCNS(=O)(=O)c3ccccc3)n2)c1	83.9	86.7	111.1	51.5	100.5	112.7	86.2	102.2
COc1cc(C2CC(C3C(=O)N(C)C(=O)N(C)C3=O)=NN2C=O)cc(OC)c1OC (stereo unspecified)	103.1	97.6	109.1	83.8	106.2	/	97.7	/
OCC(O)C1OC(c2ccco2)OC(CO)C1O (stereo unspecified)	96.6	106.2	114.2	96.7	95.1	96.2	102.0	127.4
CN(CCOc1ccccc1)Cc1ccccc1	90.5	99.9	105.9	108.7	115.9	121.8	101.1	109.6
CC(=O)OCC1OC(OC2C(COC(C)=O)OC(OC(C)=O)C(OC(C)=O)C2OC(C)=O)C(OC(C)=O)C(OC(C)=O)C1OC(C)=O (stereo unspecified)	102.9	94.9&101.6&92.0&105.1	116.0&96.8&104.4&102.7	99.0	100.2&109.3&95.5&106.6	96.0&115.6&103.3&109.0	93.2&99.1&103.5&94.0	120.6&94.2&94.1&104.9
C/C(O)=C(/N=Nc1ccccc1)C(=O)O	109.0	91.2	/	92.9	104.3	92.1	107.8	112.4
CC(=O)Nc1cccc(C2=CC(c3ccc(C)cc3)n3ncnc3N2)c1 (stereo unspecified)	87.8	96.9	119.4	87.5	/	103.3	93.8	92.8
NNC(=O)/C(=C\c1ccc([N+](=O)[O-])cc1)CC(=O)c1ccc(Cl)c(Cl)c1	89.0	73.8	94.3	77.1	109.9	95.7	71.3	88.4
Cc1ccc2[nH]c(-c3ccc(S(C)(=O)=O)cc3)c(/C=N/O)c2c1	80.7	75.8	99.6	/	95.3	88.5	92.5	84.3
Cc1nn(-c2cc(NC3CCC(O)CC3)c3c(=O)[nH]c(CCC(F)(F)F)cc3c2)c2c1C(=O)CC(C)(C)C2 (stereo unspecified)	42.0	26.5	60.0	62.9	43.8	60.3	30.2	34.4
CN1C2CCC1/C(=C\c1ccc(Br)cc1F)C(=O)/C2=C/c1ccc(Br)cc1F	97.0	69.2	93.6	67.8	41.7	90.4	69.2	247.6
COC(=O)c1cc2c(C)cc(C)nc2[nH]1	97.2	94.3	107.4	95.9	/	109.1	94.5	96.7
CC(C)CCNC(=O)Cn1ccc(N2CCOCC2)cc1=O	118.7	78.6	117.0	110.7	110.1	104.6	86.4	92.5
O=C1CCC(N2Cc3cc(CC(=O)Nc4ccc(N5CCCCC5)cc4)ccc3C2=O)C(=O)N1 (stereo unspecified)	7.1*	59.7	-25.4*	14.1	-9.0*	74.7	105.4	27.4
c1csc(-c2nc(-c3cc4ccccc4c(N4CCOCC4)n3)cs2)c1	88.7	80.5	0.6*	71.2	102.5	47.4	/	99.9
COc1ccc(/C=C/C(=O)c2ccc(S(=O)(=O)NCCNc3nc(N(C)C)nc(N4CCOCC4)n3)cc2)cc1	88.4	11.8	97.5	83.5	105.5	94.9	79.7	103.8
OCC1OC(O)C(O)C(O)C1O (stereo unspecified)	116.5	82.6	180.3	101.9	110.0	114.7	100.3	115.8
CCC(C)(C(C#N)C(N)=O)C(C#N)C(N)=O (stereo unspecified)	109.8	99.4	100.2	99.8	112.9	101.8	96.8	119.8
O=C(Nc1cc(Cl)cc(Cl)c1)Nc1nc2ccc([N+](=O)[O-])cc2s1	-0.7*	3.0*	-8.6*	-13.4*	-24.0*	-22.2*	/	-6.9*
CSCCC(NC(=O)c1ccccc1)C(=O)N/N=C1\SCC(=O)N1C (stereo unspecified)	116.2	93.0	93.2	108.9	105.2	112.1	101.7	107.3
Nc1cc(S(=O)(=O)O)cc2cc(S(=O)(=O)O)c(N=Nc3ccccc3)c(O)c12	87.0	97.1	132.6	110.2	107.8	107.9	103.3	105.2
Cc1ccc(N2CCN(CC(O)COc3ccccc3Cl)CC2)cc1 (stereo unspecified)	85.5	103.7	104.2	90.6	91.4	95.9	95.3	94.8
O=c1oc2ccc(Br)cc2cc1-c1cs/c(=N/N=C\c2ccc(Br)cc2)n1/N=C/c1ccc(Br)cc1	98.5	99.9	103.6	89.7	113.9	97.2	104.4	97.9
Nc1ncnc2c1NC(c1ccc3c(c1)OCO3)CC(c1ccc([N+](=O)[O-])cc1)N2 (stereo unspecified)	101.2	84.0	87.8	93.0	82.2	150.1	97.8	99.8
Cc1cc([N+](=O)[O-])c2nnnn2c1	/	62.1	98.5	/	74.1	95.5	39.9	87.8
Nc1ccc2ccccc2c1S(=O)(=O)O	112.7	104.2	93.6	109.9	112.6	113.4	100.1	150.1
CC1=C(C(=O)Nc2ccc(F)cc2)C(c2ccccc2)C2=C(CC(C)(C)CC2=O)N1 (stereo unspecified)	70.0	67.1	89.8	63.6	91.1	89.4	79.0	82.5
O=C(Nc1ccc(N2CCNCC2)cc1)c1[nH]ncc1Nc1cc(Oc2ccccc2)ncn1	-20.9*	-0.2*	58.4	40.0	17.5	72.3	-81.0*	32.4
O=C(O)C1(c2cccc(O)c2)CCCC1	102.6	95.3	103.1	87.9	102.9	94.9	106.0	102.9
CC1=C2[C@H]3OC(=O)[C@@H](C)[C@@H]3CC[C@@]2(C)C=C/C1=N\O	104.9	98.5	112.8	100.1	103.7	100.9	106.0	118.5
N#CC1(NC(Cc2ccccc2)c2ccccc2)CCCCCCCCCCC1 (stereo unspecified)	101.7	94.5	78.8	92.7	112.9	104.6	102.3	102.8
C/C(=C(/C)C1CC1CCN(C(=O)c1cccs1)S(=O)(=O)c1ccc(C)cc1)C1CCCCC1 (stereo unspecified)	90.2	80.7	98.3	74.8	118.7	103.4	87.3	96.1
CCCCN(Cc1ccc(C(=O)NO)cc1)C(=O)Nc1ccc(OCCCCCCCCCn2cc(CCCCC(=O)N[C@H](C(=O)N3C[C@H](O)C[C@H]3C(=O)NCc3ccc(-c4scnc4C)cc3)C(C)(C)C)nn2)cc1	59.6	8.4*	23.8	32.2	42.2	90.6	23.2	40.8
O=c1[nH][n+](-c2no[n+]([O-])c2-c2ccc(Cl)cc2)no1	99.8	94.8	97.9	107.4	113.1	100.1	94.1	95.3
COc1ccc2oc(=O)cc(Cn3cc(COc4ccc5c(c4)NC(=O)CC5)nn3)c2c1	97.6	77.6	100.9	73.5	88.8	99.3	74.6	91.3
O=C1Nc2ccccc2[C@]12Oc1ccccc1[C@H]1CC(c3ccc(Br)cc3)=NN12	55.9	43.0	92.2	39.0	62.9	70.4	42.8	81.6
Cn1ccc(=S)c2ccccc21	111.7	94.6	93.6	98.6	109.1	117.1	99.2	96.8
C=C(C)[C@@H]1CC=C2c3sc(-c4ccccc4)nc3C[C@@H](C)[C@]2(C)C1	91.6	85.2	103.0	92.9	100.3	110.2	93.7	90.2

Looked up above:
CN1C2CCC1/C(=C\c1ccc(Br)cc1F)C(=O)/C2=C/c1ccc(Br)cc1F in MALME-3M is listed with 93.6
Cc1ccc(C(=O)C/C(=C/c2ccc(-c3ccc(Cl)cc3)o2)C(=O)NCc2ccccc2)cc1 in MDA-MB-231 is listed with 96.9
CC(=O)Nc1cccc(C2=CC(c3ccc(C)cc3)n3ncnc3N2)c1 (stereo unspecified) in SK-MEL-2 is listed with 103.3
O=C1CCC(N2Cc3cc(CC(=O)Nc4ccc(N5CCCCC5)cc4)ccc3C2=O)C(=O)N1 (stereo unspecified) in MDA-MB-231 is listed with 7.1*
COc1cnc2c(c1)C(=O)c1c-2n(CCCN2CCC[C@H]2CO)c(=O)c2cc(OC)c(OC)cc12 in BT-549 is listed with 73.6
Nc1ncnc2c1NC(c1ccc3c(c1)OCO3)CC(c1ccc([N+](=O)[O-])cc1)N2 (stereo unspecified) in MDA-MB-231 is listed with 101.2
Nc1ccc2ccccc2c1S(=O)(=O)O in MCF7 is listed with 104.2

An excerpt of these results, with each value named:
> C=C(C)[C@@H]1CC=C2c3sc(-c4ccccc4)nc3C[C@@H](C)[C@]2(C)C1
- MDA-MB-231: 91.6
- MCF7: 85.2
- MALME-3M: 103.0
- T-47D: 92.9
- BT-549: 100.3
- SK-MEL-2: 110.2
- LOX IMVI: 93.7
- HS 578T: 90.2
> N#CC1(NC(Cc2ccccc2)c2ccccc2)CCCCCCCCCCC1 (stereo unspecified)
- MDA-MB-231: 101.7
- MCF7: 94.5
- MALME-3M: 78.8
- T-47D: 92.7
- BT-549: 112.9
- SK-MEL-2: 104.6
- LOX IMVI: 102.3
- HS 578T: 102.8
> Nc1nc(N)c2nc(CNc3ccc(C(=O)NC(CCC(=O)O)C(=O)O)cc3)cnc2n1 (stereo unspecified)
- MDA-MB-231: 60.1&78.1
- MCF7: 16.3&18.0
- MALME-3M: 48.3&47.8
- T-47D: 55.5&58.0
- BT-549: 45.4&45.3
- SK-MEL-2: 58.9&60.1
- LOX IMVI: 13.1&12.0
- HS 578T: 90.5

Carrying on.
SMILES	MDA-MB-231	MCF7	MALME-3M	T-47D	BT-549	SK-MEL-2	LOX IMVI	HS 578T
CCCCCCCCCCCCCCCCNC(=S)N/N=C/c1ccc(O)cc1O	81.0	79.1	100.3	89.6	83.5	75.4	60.6	97.6
c1cc2[nH]c3ccncc3c2cn1	95.7&116.8	94.2&92.6	101.1&104.5	98.2&97.1	102.2&133.1	80.8&112.8	91.6&99.4	108.7&102.4
CCOC(=O)c1cc(N)nc2ccccc12	107.1	107.4	139.2	93.7	105.3	99.9	96.7	82.7
CSc1nc(N)c(S(=O)(=O)O)c(N)n1	92.1	109.5	111.5	113.5	92.5	113.6	101.2	91.1
C=C1C(=O)O[C@H]2[C@H]1CC/C(Cn1cc(-c3cccc(Cl)c3)nn1)=C\CC[C@@]1(C)O[C@@H]21	-54.1*	-46.8*	-77.3*	-43.7*	-49.5*	-40.8*	-91.1*	-0.6*
O=C(NS(=O)(=O)c1cccc(Br)c1)n1cc(-c2ccncc2)c(-c2ccc(Cl)c(O)c2)n1	65.9	95.9	14.6	99.3	104.1	28.9	61.4	84.0
N#Cc1ccc(C2C3=C(CCCC3=O)OC3=C2C(=O)c2ccccc2C3=O)cc1 (stereo unspecified)	5.8*	0.5*	83.4	3.0*	91.9	43.7	9.4*	90.8
COc1ccc(N/C=c2\c(C)c(C#N)c3nc4ccccc4n3c2=O)cc1	91.4	92.1	108.2	89.4	64.7	105.2	90.2	90.8
CCCCCCCCc1ccc(O)c(N)c1	85.8	117.6	110.8	94.8	98.7	89.8	90.3	91.7
CCNC(=O)c1[nH]cc(-c2ccc(OC)cc2)c1-c1cc(OC)c(OC)c(OC)c1	74.5	24.4	35.4	27.7	72.5	67.5	44.5	45.3
COC(=O)CSc1ccc(Cl)cc1	116.2	97.2	95.5	98.7	104.5	104.4	102.2	107.7
C=C1C[C@@]2(C)C(CC[C@]3(C)C2CC=C2C4CC(C)(C)C[C@@H](OC(=O)/C(C)=C\C)[C@]4(C(=O)O)CC[C@]23C)C(C)(C)C1=O (stereo partly specified)	22.7	8.2*	36.5	-11.3*	-19.7*	18.8	-65.7*	51.3
O=C1c2cccnc2C(=O)c2c1c(C(=O)NCCCc1ccccc1)c1ccccn21	70.4	52.1	51.8	73.1	50.8	60.9	69.7	68.7
CC(=O)Nc1ccccc1-c1ccccc1	105.9	88.9	96.3	71.1	62.5	110.5	43.0	122.6
COc1ccc(OC)c2c(C)c(C)[nH]c12	98.3	92.0	111.5	102.2	/	100.8	97.8	63.3
c1cc(C2CCOCC2)ccn1	115.6	90.6	116.9	102.6	116.9	102.9	99.7	103.6
Cc1cccc(C)c1Nc1nnc(-c2ccco2)o1	108.2	93.9	104.7	93.0	95.3	106.3	100.5	101.0
Cc1cc(N/N=C/c2nc(-c3ccccc3)oc2C)c2cc(Cl)ccc2n1	-95.1*	-71.9*	-88.9*	-1.4*	87.0	109.9	-76.8*	-48.9*
COc1ccc(C2C(c3nn[nH]n3)=C(N)Oc3c2ccc2ccccc32)cc1 (stereo unspecified)	31.5	33.1	63.7	64.4	72.0	61.5	63.5	76.4
O=C(O)c1ccccc1/C=N/NC(=O)c1cnc2n(c1=O)CCCCC2	85.7	90.0	104.0	99.4	106.1	115.0	95.6	100.8
CCCCNc1ncnc2[nH]ncc12	100.8	92.3	98.4	97.6	111.6	/	98.2	101.9
O=C(O)c1ccc(NC(=O)c2nc(-c3ccccc3)n(-c3ccc(Cl)cc3)n2)cc1	108.2	106.2	81.6	92.4	106.0	95.3	97.8	94.1
COc1ccc(-c2cc(-c3ccc(Cl)cc3)c(C#N)c(=O)n2CCCCC(=O)NO)cc1	52.1	76.7	73.3	83.2	59.8	88.0	-14.3*	87.8
